Compound activity: PubChem, several laboratories
Wnt bcat act – Wnt/beta-catenin pathway activators, primary screen, cell-based, plate reader, single point | Wnt/beta-catenin reporter cell assay, activator | activation, % at 9.35 µM | 1.2% of 300,000 active; in the data active = activation above about 30%, passing the limit was not always enough; inconclusive = no clear call, values can overlap the other calls;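 also: 0% = neutral control wells and 100% = positive control wells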
E coli growth – E. coli V3065 growth inhibition, primary screen, counter-screen for AddAB inhibitor project, absorbance, OD600; 18 h; inhibition, % at 11.9 µM; 0.27% of 330,000 active; AID 449728, 2010;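 active = inhibition above the campaign's mean inhibition across all tested compounds plus 3 SD, cut at about 9.9% in these data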;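 also: uninfected addAB+ strain grown without phage in ampicillin broth; 0% = DMSO wells and 100% = ciprofloxacin 0.95 µg/ml wells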
SR-BI DiI inh – inhibitors of SR-BI mediated HDL lipid uptake, primary screen, ldlA[mSR-BI] cells, fluorescence, single point. Scavenger receptor class B member 1 (Mus musculus), Q61009. ldlA[mSR-BI] CHO cells, DiI-HDL uptake fluorescence, 3 h. inhibition, % at 12.5 µM. 0.96% of 320,000 active. AID 488896, 2010;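 active = mean replicate inhibition of at least 70% and a set share of replicates each scoring 70 or more; inconclusive = meets just one of the two criteria; inactive = fails both criteria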;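 also: 0% = median of neutral control wells and 100% = median of positive control wells; values of inactives mirror those of a sister screen read the other way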
Target sequence (Q61009 whole entry, looked up): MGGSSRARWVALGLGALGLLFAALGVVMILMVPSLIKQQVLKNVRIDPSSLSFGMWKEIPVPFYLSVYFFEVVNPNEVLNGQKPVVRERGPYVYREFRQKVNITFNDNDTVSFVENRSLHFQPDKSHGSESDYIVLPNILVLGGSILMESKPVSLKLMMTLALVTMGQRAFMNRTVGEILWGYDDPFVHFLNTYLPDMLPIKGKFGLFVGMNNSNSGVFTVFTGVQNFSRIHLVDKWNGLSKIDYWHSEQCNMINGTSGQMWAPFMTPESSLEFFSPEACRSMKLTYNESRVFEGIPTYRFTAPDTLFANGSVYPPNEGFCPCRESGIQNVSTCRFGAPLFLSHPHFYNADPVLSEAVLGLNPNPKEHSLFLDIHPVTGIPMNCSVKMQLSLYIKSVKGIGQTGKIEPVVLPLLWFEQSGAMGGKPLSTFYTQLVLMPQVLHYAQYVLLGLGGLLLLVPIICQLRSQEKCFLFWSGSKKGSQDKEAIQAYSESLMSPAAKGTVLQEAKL
SR-BI uptake up – activators of SR-BI mediated DiI-HDL uptake, primary screen, ldlA[mSR-BI] CHO cells, DiI fluorescence; activation, % at 12.5 µM; 3 h; 100 = double the neutral-control signal; 0.096% of 320,000 active;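 active = mean replicate activation of at least 60% and every replicate at or above 60%; inconclusive = mean or all-replicate condition met, but not both; inactive = mean below 60% and not all replicates reaching 60%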;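 also: 0% = median plate neutral-control signal and 100% = twice that signal; values of inactives mirror those of a sister screen read the other way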
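System: LDL receptor-deficient CHO ldlA cells overexpressing murine SR-BI | Timing: 3 h uptake period with compound, 37 °C | Medium: HEPES-buffered (25 mM, pH 7.4) F12 plus 0.5% BSA | Dosing: Single-point compound dose | Signal: Bottom-read fluorescence, 550/595 nm | Read-out: Retained DiI signal reflecting DiI-HDL uptake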
CAL PDZ FP-1 – CAL PDZ peptide-binding inhibitors, primary screen, biochemical, fluorescence polarization, Cer-tagged CAL PDZ, HTS; Golgi-associated PDZ and coiled-coil motif-containing protein (Homo sapiens), Q9HD26; purified CAL PDZ, TMR-peptide fluorescence polarization, 1 h; inhibition, % at 20 µM; 0.02% of 330,000 active; AID 504414, 2011;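 active = highest replicate inhibition of at least 40%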;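 also: plate controls were DMSO neutral control wells for no effect and unlabeled competitor peptide control wells for full effect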
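Material: tagged CAL PDZ protein CerCALP, purified; buffer or medium: sodium phosphate/NaCl buffer pH 7.4 with TCEP, IgG, Thesit; also added: fluorescent TMR peptide probe; schedule: 1 h incubation at room temperature before polarization reading; technique: fluorescence polarization from S- and P-plane intensities, G-factor corrected; control set: unlabelled peptide and DMSO controls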
phage Ecoli inh – growth loss of phage-infected E. coli, primary screen, RecBCD inhibitor project, absorbance, with phage, HTS; inhibition, % at 11.9 µM; 0.26% of 360,000 active; AID 651602, 2012; in the data active = inhibition above about 11%
MITF act – activators of MITF-driven TRPM1 promoter reporter, primary screen, cell-based, SK-MEL-5, luciferase, single point; SK-MEL-5 TRPM1-promoter luciferase, 24 h; % of positive control, neutral wells = 0; activation, % at 12.5 µM; 0.75% of 300,000 active; AID 588334, 2011;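 active = mean activation of at least 80% with every replicate also reaching 80%; inconclusive = mean reaches 80% but some replicate falls short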;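 also: 0% = neutral control wells and 100% = parthenolide positive control wells; values of inactives mirror those of a sister screen read the other way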
Tat export inh – E. coli Tat export inhibitors, primary screen, MC4100, TorA-mCherry reporter, fluorescence, single point | 0.036% of 340,000 active | inhibition, % at 10 µM;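 active = mean replicate inhibition at least 50% and at least half of replicates individually reaching 50%; inconclusive = only one of the two criteria met; inactive = neither criterion met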;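 also: exported cargo escapes ClpAP degradation while cytoplasmic cargo is degraded and loses fluorescence; 0% = median of neutral control wells and 100% = median of NaSCN control wells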
AddAB inh – growth inhibition of E. coli expressing H. pylori AddAB, primary screen, AddAB inhibitor project, absorbance; inhibition, % at 11.9 µM; 0.29% of 330,000 active; AID 435030, 2010; in the data active = inhibition above about 12%;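 also: 0% = vehicle wells of infected cells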
CAL PDZ FP-2 – untagged CAL PDZ binding inhibitors, primary screen, biochemical, fluorescence polarization, HTS; Golgi-associated PDZ and coiled-coil motif-containing protein (Homo sapiens), Q9HD26; purified CAL PDZ, TMR-peptide fluorescence polarization, 1 h; inhibition, % at 24.9 µM; 0.92% of 300,000 active; AID 602252, 2012;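 active = mean inhibition of at least 30% with at least half of replicates also reaching 30%; inconclusive = no clear call, values can overlap the other calls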;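 also: 0% = DMSO neutral control and 100% = excess unlabeled competitor peptide PRC23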
* marks the source's active call; other numbers are inactive results; ? = inconclusive; nt = not tested or not shown.

SMILES	Wnt bcat act	E coli growth	SR-BI DiI inh	SR-BI uptake up	CAL PDZ FP-1	phage Ecoli inh	MITF act	Tat export inh	AddAB inh	CAL PDZ FP-2
O=C(CN(Cc1cccs1)C(=O)CSc1nnc(COc2ccccc2)o1)NC1CCCC1	nt	1.2	9	-9	-3.3	1.4	-4	4	-1.5	-2
COc1ccc(S(=O)(=O)c2nnn(-c3ccccc3Cl)c2N)cc1	nt	-1.0	-19	19	-2.7	4.3	-6	-2	0.2	0
CN1/C(=C\C(=O)COC(=O)c2ccccc2O)C(C)(C)c2ccccc21	0	-0.2	18	-18	-2.0	1.3	-4	6	2.0	0
CCOc1ccc(-c2cn(-c3cccc(SC)c3)c(=O)[nH]2)cc1	3	-0.8	17	-17	0.0	3.6	20	-9	2.7	-1
COCCCNc1nc2nonc2nc1N(C)CC1CCCN1C (centres undefined)	1	0.0	-11	11	0.2	1.0	13	-5	0.2	-3
CCSc1nnc(-c2cccc(S(=O)(=O)N(C)C)c2)n1-c1cc(OC)ccc1OC	nt	-2.6	2	-2	-0.1	1.0	8	6	3.6	nt
Cn1nnnc1Sc1c(Cl)cccc1[N+](=O)[O-]	2	1.5	-27	27	-2.4	1.2	-26	-1	-0.8	0
CC1CCN(c2nc(N(C)c3ccccc3)nc(N)c2[N+](=O)[O-])CC1	17	0.3	62	-62	-0.2	3.9	34	4	-0.1	-4
COc1cc(CN2CCCC(C)C2)cc([N+](=O)[O-])c1O (centres undefined)	-3	-1.6	-9	9	-0.6	3.0	-6	-2	0.9	-1
COc1ccc(CCNC(=O)CCCn2c(=O)c3cccn3c3cccnc32)c(OC)c1	-1	-1.7	71*	-71	-0.7	3.2	14	-10	1.3	5
Cc1ccc(S(=O)(=O)N2CCN(C(=O)c3cc(S(=O)(=O)N4CCOCC4)ccc3F)CC2)cc1	0	nt	-4	4	-1.6	2.6	-5	-2	nt	nt
O=C(c1nc2ncccn2n1)N1CCN(c2ccccc2)CC1	nt	-0.3	nt	nt	-2.6	1.5	-13	-4	1.9	-2
CCCC(C(=O)NC(C)(C)CC)N(CC1CCCO1)C(=O)CNS(=O)(=O)c1ccc(F)cc1 (centres undefined)	-1	-2.7	nt	nt	-0.5	0.9	nt	-5	-1.5	4
COc1cc2c(cc1OC)CN(CC(=O)Nc1ccc(C)c(C)c1)CC2	-4	0.5	-4	4	-1.8	-1.1	nt	14	-0.7	-1
O=C(Nc1cccc(OCC(=O)N2CCOCC2)c1)c1ccc(C(F)(F)F)cc1	2	0.9	nt	nt	-4.0	4.6	17	-6	2.5	0
Cc1noc(C)c1C(=O)OCC(=O)N1CCN(S(=O)(=O)c2ccc3ccccc3c2)CC1	5	0.9	-5	5	0.6	0.0	6	-7	1.4	-1
C#CCOCCOCCOCCNc1nc(N2CCN(C(=O)[C@H](CCC(=O)O)n3cc(C(N)CO)nn3)CC2)nc(N2CCN(C(=O)[C@H](CCC(=O)O)n3cc(C(N)[C@H](C)CC)nn3)CC2)n1 (some centres undefined)	nt	-1.6	-18	18	0.8	nt	-10	-13	-0.1	0
Fc1ccccc1NC(=S)NNc1ncc(C(F)(F)F)cc1Cl	nt	-3.4	21	-21	-2.2	0.9	-11	4	0.5	0
CCOCN(C(=O)Cn1c(COC)nc2ccccc21)c1c(C)cccc1CC	-6	-0.6	-41	41	-0.6	2.2	7	-4	0.3	6
Cc1ccc2cc(CN(CC3CCCO3)S(=O)(=O)c3ccccc3)c3nnnn3c2c1 (centres undefined)	1	-1.3	27	-27	-2.4	0.5	2	1	0.8	-5
Cn1nnc(NC(=S)NC(=O)c2cccc3c(Br)cccc23)n1	3	-0.4	-31	31	-2.3	3.8	7	-3	2.0	-1
O=C(O)c1cc2c(s1)-c1ccccc1OC2	nt	-3.1	-12	12	-0.4	1.5	14	-6	2.7	nt
NS(=O)(=O)c1cccc(NC(=O)Cn2cnc3ccccc3c2=O)c1	nt	-0.9	-2	2	-2.3	0.9	-10	-9	0.9	nt
CC(=O)OC(CC(=O)O)C[N+](C)(C)C (centres undefined)	-3	1.3	-1	11	0.7	2.4	2	-5	-2.9	-3
Cc1ccc(N(CC(=O)N2CCN(c3ccc(F)cc3)CC2)S(=O)(=O)c2c(C)noc2C)cc1	-2	-1.1	-17	17	-3.6	-1.9	-2	4	0.5	-2
COc1ccc(COc2ccsc2C(=O)Nc2ccc(Cl)cc2)cc1	nt	0.0	64	-64	-1.9	0.5	0	1	1.1	nt
COc1cc(NC(=S)N2CCN(C/C=C/c3ccccc3)CC2)cc(OC)c1	-7	0.1	-30	30	-0.3	0.8	-12	3	1.2	-1
C/C(=N\OCC(=O)OCC(=O)N(C)c1ccccc1)c1ccc2c(c1)OCO2	0	-0.3	-20	20	0.0	-0.9	3	4	4.5	-4
O=C(NCC1CCCO1)c1ccc2c(c1)ncn2-c1cccc(F)c1 (centres undefined)	0	0.5	-5	5	-0.4	0.4	5	-8	-0.9	20
Cc1ccc2nc(N3C(=O)C(O)=C(C(=O)c4ccco4)C3c3cccc(O)c3)sc2c1 (centres undefined)	8	1.1	-9	9	-5.1	-1.6	10	-8	1.0	23
COc1ccc(/C=C/C(=O)N(C)CC(=O)Nc2cccc(F)c2)cc1S(=O)(=O)N1CCCCC1	-3	nt	46	-46	-3.2	3.4	-13	-5	nt	-5
COc1ccc(N2CCOCC2)c(NC(=O)c2cc3ccccc3o2)c1	1	-2.0	nt	nt	-3.1	-0.9	-6	-8	0.8	-1
O=C1NC(Cc2ccc(O)cc2)c2nc3ccccc3c(=O)n2-c2ccccc21 (centres undefined)	1	-1.4	nt	nt	nt	3.5	nt	nt	-0.2	nt
Cc1ccc(S(=O)(=O)N2CCN(C)CC2)cc1C	0	-0.6	23	-23	0.2	3.3	-7	3	-0.3	nt
COC(=O)Cn1cc(C(=O)OC)cc(Br)c1=O	nt	0.3	-20	20	-0.3	0.2	-8	-8	2.1	-3
Clc1ccc(Cn2ncc3c(NCc4ccccc4)ncnc32)c(Cl)c1	-3	0.8	nt	nt	nt	1.9	nt	nt	3.3	nt
CC(NC(=O)CCCCCCN1C(=O)c2ccccc2C1=O)c1ccc2c(c1)CCCC2 (centres undefined)	6	-1.3	-14	14	-2.0	2.2	-3	9	3.7	-1
O=C(O)CCNC(=O)/C(=C/c1ccco1)NC(=O)c1ccco1	3	-1.1	1	-1	-0.4	-0.1	-2	-5	0.0	7
COc1cccc(C=Nc2ccccc2C(=O)Nc2nccs2)c1OC	1	2.0	-3	3	0.1	0.8	nt	0	3.6	nt
Cc1nn(CCC#N)c(N)c1C1(O)C(=O)Nc2c(Cl)cc(Cl)cc21 (centres undefined)	-1	-4.5	-20	20	0.2	1.2	-14	12	-5.1	-6
CCCOc1ccc(/C=N/NC(=O)c2c(-c3ccccc3)noc2C)cc1OC	-3	2.2	9	-9	-3.3	0.7	0	3	0.4	5
COc1c(Cl)cc(Cl)cc1CNCCO	-1	-1.6	-22	22	-2.3	3.4	4	2	0.2	-5
COC(=O)CCC(=O)NS(=O)(=O)c1ccc(N=NN2CCOCC2)cc1	3	2.6	-5	5	-1.6	1.3	0	-9	2.4	-2
O=C1NC(c2ccccc2)(C(F)(F)F)SC2=NCCCN12 (centres undefined)	nt	1.6	-30	30	-3.3	-0.1	-1	-7	2.7	-4
CC1Cc2ccccc2N1C(=O)COc1cccc(-n2cnnn2)c1 (centres undefined)	-7	-1.5	20	-20	0.2	0.3	9	-1	-0.4	2
COc1ccccc1Nc1ncnc2ccc(C)cc12	nt	-0.9	5	-5	-1.1	3.8	2	-2	2.4	-4
O=C(Cc1ccccn1)c1ccc(O)cc1O	2	-0.2	-13	13	nt	2.1	-1	9	-4.0	-1
CCN1CCN(C(c2cccs2)C(C)NS(=O)(=O)c2ccc(C)cc2)CC1 (centres undefined)	0	0.2	-29	29	-1.3	2.6	-7	-1	1.5	1
CCOC(=O)c1cc(/C(C)=N/OC(=O)c2ccc(C(C)(C)C)cc2)on1	-11	-3.1	-12	12	-0.1	0.9	nt	?	0.2	2
O=C(NCCN=C1NS(=O)(=O)c2ccccc21)c1ccc2nccnc2c1	nt	0.9	-13	13	nt	2.2	-1	-4	0.9	-2
Later entries.
SMILES	Wnt bcat act	E coli growth	SR-BI DiI inh	SR-BI uptake up	CAL PDZ FP-1	phage Ecoli inh	MITF act	Tat export inh	AddAB inh	CAL PDZ FP-2
COc1ccccc1C(=O)NCCCNC(=O)c1cnccn1	0	1.9	-13	13	-2.2	-1.0	2	2	1.0	4
CCCNS(=O)(=O)c1ccc(N2CCCC2=O)c([N+](=O)[O-])c1	-3	1.1	-32	32	0.7	3.4	1	-3	0.3	-1
O=C(Cc1ccc(Br)cc1)Nc1ccc2[nH]ncc2c1	-4	-3.6	-33	33	1.2	-1.8	nt	-6	2.5	-6
Cc1ccc(-n2ncc3c(SCC(N)=O)ncnc32)cc1C	9	nt	-17	17	-1.2	-2.6	nt	-12	nt	-2
N/C(=N\OC(=O)CCC(=O)O)c1ncc(C(F)(F)F)cc1Cl	2	0.9	-18	18	-2.3	1.5	6	-4	-2.3	-5
O=C(OC1CCCCC1=O)c1cc(=O)c2ccccc2o1 (centres undefined)	-6	-2.3	-7	7	0.2	0.2	9	-2	0.4	0
O=C(CNc1cc(S(=O)(=O)N2CCOCC2)ccc1N1CCCC1)Nc1ccc(Cl)cc1	1	nt	-14	14	0.2	2.8	7	6	nt	-5
Cn1c(=O)[nH]c(=O)c2c1nc(CN1CCN(c3cccc(Cl)c3)CC1)n2Cc1ccccc1Cl	-1	-0.2	13	-13	-0.2	0.8	-13	1	0.2	nt
NCCCCNCCCN	-2	2.0	-11	11	0.0	1.5	13	-8	-3.0	-6
COc1cc2c(cc1OC)[C@H](C)N(C(=O)NCc1ccccc1)CC2	-3	2.0	2	-2	-0.3	2.5	-9	-2	2.4	-1
Oc1c(C(c2ccccn2)N2CCC(Cc3ccccc3)CC2)cc(Cl)c2cccnc12 (centres undefined)	204*	4.1	nt	nt	nt	8.2	nt	nt	4.1	nt
COc1ccccc1NC(=O)CN1CCCCC1	nt	2.9	-20	20	-1.6	2.1	11	1	3.6	1
